Screening data as filed in PubChem.
RGS4-Gao reg: human RGS4-Galphao interaction regulation; P09471; Multiplexed bead flow cytometry, RGS4-Galphao binding; actives lie on both sides; binding response (% of control), % at 10 µM; 220,000 compounds, 0.33% hits; AID 1415; in the data active = binding response below about 49% or above about 150%; inactive = in between;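 also: fluorescent Galphao activated with aluminum fluoride binding bead-coupled RGS4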
Target sequence (P09471 whole entry, looked up): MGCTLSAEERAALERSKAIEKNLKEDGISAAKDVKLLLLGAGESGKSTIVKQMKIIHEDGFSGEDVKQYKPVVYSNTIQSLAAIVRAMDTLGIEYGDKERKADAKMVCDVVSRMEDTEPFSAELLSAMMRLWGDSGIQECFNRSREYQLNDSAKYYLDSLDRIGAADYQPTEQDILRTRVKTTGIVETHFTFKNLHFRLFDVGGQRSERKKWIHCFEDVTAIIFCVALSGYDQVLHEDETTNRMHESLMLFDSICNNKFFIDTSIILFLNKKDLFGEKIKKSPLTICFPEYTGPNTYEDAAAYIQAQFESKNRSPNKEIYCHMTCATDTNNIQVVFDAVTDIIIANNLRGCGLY
RGS7-Gao: modulates binding of RGS7 to human Galphao; P09471; Multiplexed bead flow cytometry; actives lie on both sides; binding response (% of control), % at 10 µM; 220,000 compounds, 0.35% hits; AID 1439; in the data active = binding response below about 49% or above about 150%; inconclusive = no clear call, values can overlap the other calls; inactive = in between;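 also: fluorescent Galphao held in activated GDP-AlF4 state binding bead-coupled RGS7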
Avidin fluor: compound fluoresces at 488/530 nm on avidin beads; compound fluorescence 488/530 nm, flow cytometry; active compounds read high; fluorescence (KMESF) at 10 µM; 220,000 compounds, 0.38% hits; in the data active = fluorescence above about 47; also: inactives centre near 10
The depositor's hits bear a star; ? = inconclusive; . = no result given. The list is partial. The share of hits here may be higher or lower than overall.

SMILES	RGS4-Gao reg	RGS7-Gao	Avidin fluor
O=C(CN1CCN(Cc2ccc(Cl)cc2)CC1)N/N=C/c1cccc(F)c1	101	?	7
O=[N+]([O-])c1c(Nc2ccccn2)cc(Cl)c2nonc12	101	?	7
Oc1c(Cl)cc(Cl)cc1/C=N/c1nc(-c2ccc(Cl)cc2)cs1	91	?	9
O=c1c(/C=N/O)coc2ccc(Cl)cc12	97	?	8
O=C(CP(=O)(c1ccccc1)c1ccccc1)Nc1nc2ccc(Cl)cc2s1	101	?	8
C(=N\Nc1ccc2nncn2n1)/c1ccco1	100	?	7
CCC(C)NC(=O)C1c2ccccc2Oc2ccccc21 (configuration not stated)	106	?	12
O=C(Nc1ccccc1Cl)C1CC(=O)N(c2ccccc2)C1 (configuration not stated)	99	?	8
COC(=O)Cc1cccc2c(=O)c3ccccc3oc12	89	?	4
Cc1cc(NC(=O)OC(C)C)ccc1-c1ccc(NC(=O)OC(C)C)cc1C	96	?	6
Cn1ccc(/C=N/N=C2/NC(=O)CS2)n1	101	?	7
Cc1ccc(Nc2ccccc2)nn1	66	?	5
CCCc1cc(=O)c2ccc(OC/C(C)=N/O)cc2o1	91	?	9
c1ccc2sc(SCSc3nc4ccccc4s3)nc2c1	93	?	8
CC(=O)c1c(COC(=O)c2cccc(C)c2)nc2ccccc2[n+]1[O-]	101	?	5
COc1ccc(/C=N/NC(=O)Cn2cnc3c2c(=O)n(C)c(=O)n3C)cc1	101	?	6
C=CCNC(=O)C12CCC(C)(C(=O)[C@H]1Br)C2(C)C (some centres not stated)	92	?	7
CCC(c1ccccc1)c1nnc(NC(=O)c2ccco2)s1 (configuration not stated)	99	?	7
COC(=O)C(=Cc1ccccc1[N+](=O)[O-])C(=O)OC	99	?	9
CCCC1CC(C#N)N(N(C)C)C1=C(C#N)C#N (configuration not stated)	100	?	7
O=C(NC1CC1)C1=C[C@H](c2csc3ccccc23)C[C@H](OCc2ccc(CO)cc2)O1	101	?	12
Cn1c(=NC(=O)COc2ccccc2)sc2cccc(F)c21	100	?	8
COC(=NC(C)C)NC(C)C	95	?	7
CCS(=O)(=O)N1Cc2ccccc2CC1C(=O)Nc1ccccc1OC (configuration not stated)	106	?	23
COc1ccc(C(NC(=O)C(C)C)c2ccc3cccnc3c2O)cc1 (configuration not stated)	91	?	6
SMILES	RGS4-Gao reg	RGS7-Gao	Avidin fluor
O=C(N/N=C\c1cc(Br)cs1)c1ccncc1	89	?	10
Nc1c(C(=O)c2ccccc2)sc2nsc(SCCN3CCOCC3)c12	95	?	8
COc1cccc(N2CC(=O)Nc3c(oc4nc(-c5ccccc5)cc(C)c34)C2=O)c1	101	?	6
O=C(N/N=C/c1cccc2nccnc12)c1ccccc1O	96	?	4
CCOc1ccc(NC(=O)C2CCC(CNc3c(N4CCC(C)CC4)c(=O)c3=O)CC2)cc1 (configuration not stated)	97	?	7
CC1(OC(=O)CCc2ccccc2)C(=O)C=C2C=C(c3ccc(C#N)cc3)N(Cc3ccco3)C=C2C1=O (configuration not stated)	104	?	9
CCC1=C(OC(=O)N(CC)CC)N2C(=O)OC(=NCC(=O)OC)[C@]2(Cc2ccccc2)[C@H]2C1=CC[C@H]1C(=O)N(CC(=O)OC)C(=O)[C@H]12	97	?	9
O=C1NCCCC1C(=O)N/N=C/c1cccc(Cl)c1 (configuration not stated)	95	?	7
C=CCC1(Cl)C(=O)C(Cl)=C(N2CCN(C)CC2)C1(OC)OC (configuration not stated)	128	?	5
COc1ccccc1/C=N\Nc1ccccc1[N+](=O)[O-]	97	?	12
N#Cc1c(Cl)cccc1N1CCC(C(N)=O)CC1	115	?	13
COc1ccc(N2C(=O)CCC(C(=O)O)C2c2ccccc2OC)cc1 (configuration not stated)	104	?	8
O=C(O)c1ccc(-c2ccccc2)[nH]c1=O	105	?	16
O=C1CCC(=O)N1c1ccc(-c2nc3sc4c(c3c(=O)o2)CCC4)cc1	95	?	7
CC(C)NCC(=O)Nc1c2c(nc3ccccc13)CCC2	91	?	4
Clc1ccc(CSc2nnc(-c3ccncc3)s2)cc1	87	?	5
CC(C)c1ccc(NC(=O)CSC(C)c2nc3ccccc3c(=O)[nH]2)cc1 (configuration not stated)	103	?	8
O=C(C1CCN(S(=O)(=O)c2cccnc2)CC1)N1CCN(c2ccc(Cl)cc2)CC1	78	.	5
c1ccc(Cc2cc[n+](Cc3ccccn3)cc2)cc1	96	?	6
O=C(Nc1ccccc1F)c1c[nH]c(=O)[nH]c1=O	103	?	4
CN(C(=O)Cn1cc(C(F)(F)F)ccc1=O)c1c(N)n(Cc2ccccc2)c(=O)[nH]c1=O	102	?	6
Fc1ccc(-c2cc(C(F)(F)F)nc(-n3cccn3)n2)cc1	105	?	10
Cc1ccc(CN(C(=O)c2cc(=O)c3cc(C)cc(C)c3o2)C2CCS(=O)(=O)C2)cc1 (configuration not stated)	98	?	7
Nc1cccc(/C=C/c2ccncc2)c1	98	?	8
CC(C)(C)NC(=S)NC(C)(C)C	101	?	6
SMILES	RGS4-Gao reg	RGS7-Gao	Avidin fluor
N#Cc1ccc(-c2cccs2)nc1SCc1cccnc1	91	?	29
CC(C)n1cnc2c(Nc3cccc(Cl)c3)nc(N(CCO)CCCO)nc21	99	?	12
Cc1[nH]c2ccccc2c1/C=N/NC(=O)CNC(=O)c1cccs1	89	?	9
COC(=O)CNC(=O)COC(=O)/C=C/c1cccs1	92	?	5
COc1cc(OC)cc(N2C(=O)CSCC2=O)c1	99	?	8
CCCOc1ccc(/C=C/c2[nH]c(=O)[nH]c(=O)c2[N+](=O)[O-])cc1OCC	96	?	7
NC(=S)NNC(=O)c1cc(C(F)(F)F)cc(C(F)(F)F)c1	103	?	10
CCOC(=O)C1=C(C)NC(C)=C(C(=O)OCC)C1c1ccc([N+](=O)[O-])s1	100	?	5
CCOC(=O)c1ccc(-c2ccc(C=O)o2)cc1	99	?	4
COc1ccc2nc(SCC(=O)NCCc3ccccc3)[nH]c2c1	101	?	7
CCCCC#Cc1ccc2c(c1)COc1c3ccccc3nn1-2	100	?	10
CCCCCCC(C)n1[nH]c(=O)cc1N (configuration not stated)	109	?	6
NC(=O)CSc1nnc(COc2ccccc2)n1N	101	?	9
CN1CCN(C(=S)c2ccc(-c3cc(Cl)ccc3Cl)o2)CC1	106	?	5
O=[N+]([O-])c1cccc(/C=N/NC2CCS(=O)(=O)C2)c1 (configuration not stated)	104	?	8
NC(=O)c1cc2c3ccccc3ccn2c1-c1ccccc1	101	?	7
CC(C)NC(=O)NNC(=O)c1cc(COc2cc(Cl)cc(Cl)c2)on1	96	?	8
C/C(CC(C)C)=N\Oc1nc(C)cc(C)n1	104	?	8
O=C(N/N=C/c1ccc([N+](=O)[O-])cc1)c1cc2ccccc2o1	95	?	4
COc1ccc(-n2c(SCC(=O)Nc3ccccc3)nc(O)cc2=O)cc1	103	?	7
CN1C(=S)SC(/[N+]([O-])=C/c2c(F)cccc2Cl)C1(C)C (configuration not stated)	98	?	3
COc1ccc(/C=C2\SC(=S)N(CC(=O)OCC(=O)Nc3cc(Cl)cc(Cl)c3)C2=O)cc1	102	?	7
Cc1cccc(/C=N/n2c(-c3ccco3)n[nH]c2=S)c1	97	?	7
Cc1ccc(Oc2ncccc2NC(=O)CC(CC(=O)O)c2ccccc2)c2c1CCC2 (configuration not stated)	99	?	9
O=Nc1ccc(O)c2ncccc12	97	?	5

A portion from further up, as a working copy:
SMILES	RGS4-Gao reg	RGS7-Gao	Avidin fluor
O=c1c(/C=N/O)coc2ccc(Cl)cc12	97	?	8
O=C(CP(=O)(c1ccccc1)c1ccccc1)Nc1nc2ccc(Cl)cc2s1	101	?	8
C(=N\Nc1ccc2nncn2n1)/c1ccco1	100	?	7
CCC(C)NC(=O)C1c2ccccc2Oc2ccccc21 (configuration not stated)	106	?	12
O=C(Nc1ccccc1Cl)C1CC(=O)N(c2ccccc2)C1 (configuration not stated)	99	?	8
COC(=O)Cc1cccc2c(=O)c3ccccc3oc12	89	?	4
Cc1cc(NC(=O)OC(C)C)ccc1-c1ccc(NC(=O)OC(C)C)cc1C	96	?	6
Cn1ccc(/C=N/N=C2/NC(=O)CS2)n1	101	?	7
Cc1ccc(Nc2ccccc2)nn1	66	?	5
CCCc1cc(=O)c2ccc(OC/C(C)=N/O)cc2o1	91	?	9
c1ccc2sc(SCSc3nc4ccccc4s3)nc2c1	93	?	8
CC(=O)c1c(COC(=O)c2cccc(C)c2)nc2ccccc2[n+]1[O-]	101	?	5
COc1ccc(/C=N/NC(=O)Cn2cnc3c2c(=O)n(C)c(=O)n3C)cc1	101	?	6
C=CCNC(=O)C12CCC(C)(C(=O)[C@H]1Br)C2(C)C (some centres not stated)	92	?	7
CCC(c1ccccc1)c1nnc(NC(=O)c2ccco2)s1 (configuration not stated)	99	?	7
COC(=O)C(=Cc1ccccc1[N+](=O)[O-])C(=O)OC	99	?	9
CCCC1CC(C#N)N(N(C)C)C1=C(C#N)C#N (configuration not stated)	100	?	7
O=C(NC1CC1)C1=C[C@H](c2csc3ccccc23)C[C@H](OCc2ccc(CO)cc2)O1	101	?	12

Later entries.
SMILES	RGS4-Gao reg	RGS7-Gao	Avidin fluor
O=C(Cn1cc2c(n1)CCCCC2)Nc1ccccc1Br	25*	?	1
Cc1occc1C(=O)N/N=C/C(Br)=C\c1ccccc1	96	?	10
CCOc1c(Nc2cccc(Cl)c2)c(=O)c1=O	116	?	6
CCn1c2ccccc2c2cc(NC(=O)CNC)ccc21	111	?	4
N#Cc1cnn(-c2ccccc2)c1NC(=O)CN1CCOCC1	96	?	8
Cc1ccc2cc(C3CC(c4cccs4)=NN3S(C)(=O)=O)c(Cl)nc2c1 (configuration not stated)	99	?	6
COc1ccc(NC(=S)N(CCC(C)C)C(C)c2ccncc2)cc1 (configuration not stated)	98	?	7
CCCN(CCC)CCNC(=O)c1cc2c(=O)n(CC)c3ccccc3c2s1	97	?	8
O=S(=O)(c1ccc(Cl)cc1)N1CCCN(c2nc3ccc(Cl)cc3s2)CC1	103	?	5
Cc1cccc(N2CCN(CC(O)COc3ccccc3Cl)CC2)c1 (configuration not stated)	100	?	9
CCN(CC)CCNC(=O)C(=O)Nc1ccc(C(=O)OC)cc1	105	?	7
O=C(CCC(=O)N1CCN(c2ccc(O)cc2)CC1)c1ccc(Br)cc1	97	?	3
C=CCN(CC=C)C(=O)c1cccc(S(=O)(=O)N2c3ccccc3CC2C)c1 (configuration not stated)	99	?	10
C/C(=N\Nc1nc2ccccc2[nH]1)c1ccc([N+](=O)[O-])cc1	104	?	8
COc1cc(OC)cc(C(=O)NNC(=O)c2ccc(S(=O)(=O)N(C)c3ccccc3OC)cc2)c1	100	?	7
C=CCN1c2ccccc2[C@]23C[C@@H](C(=O)OC)N(C(C)=O)C2=NC(C(=O)OC)=C(C(=O)OC)[C@H]13	100	?	7
COCCc1nnc(NC(=O)C(C)C)s1	101	?	7
Cn1c(=O)c([N+](=O)[O-])c(N2CCSCC2)c2ccccc21	101	?	3
COc1ccc(C2/C=C\CN(S(=O)(=O)c3ccc4ccccc4c3)CC(=O)N2Cc2ccc(F)cc2)cc1 (configuration not stated)	100	?	15
COc1ccc(-c2csc(Nc3ccccc3)[n+]2CC(O)c2ccc([N+](=O)[O-])cc2)cc1 (configuration not stated)	107	?	7
Cn1cc(/C=C2\SC(=O)N(c3ccc(O)cc3)C2=O)c2ccccc21	96	?	3
Cn1c(NC(=O)c2ccccc2F)c(-c2cccs2)c(=O)c2ccccc21	97	?	4
O=C(NCc1ccc(F)cc1)c1ccc(CS(=O)(=O)c2ccc(Br)cc2)o1	103	?	8
O=C(NCc1ccccc1)N1CCOCC1	100	?	3
COc1ccccc1NC(=O)CSc1nnc(CCC(=O)Nc2ccccc2F)n1C	107	?	7

Fetched by compound from above (two):
SMILES	RGS4-Gao reg	RGS7-Gao	Avidin fluor
O=C(Cn1cc2c(n1)CCCCC2)Nc1ccccc1Br	25*	?	1
O=S(=O)(c1ccc(Cl)cc1)N1CCCN(c2nc3ccc(Cl)cc3s2)CC1	103	?	5

Additional records.
SMILES	RGS4-Gao reg	RGS7-Gao	Avidin fluor
CCCCCCN(C(=O)CCCCCN1C(=O)NC(c2ccc(C3CCCCC3)cc2)C(C(=O)OCc2ccccc2)=C1C)C(C(=O)NCCCC)c1ccc(OCC(=O)OC)c(C(=O)OC)c1 (configuration not stated)	105	?	10
N=C1C(c2nc3ccccc3[nH]2)=C(O)CN1C1CCCCC1	108	?	5
O=C(c1ccc(Cl)cc1)N1CCCC(C(=O)N2CCc3ccccc3C2)C1 (configuration not stated)	93	?	4
CNC(=O)c1nc(C)c(C2(C)CC(c3ccccc3)=NO2)s1 (configuration not stated)	111	?	15
Cc1ccccc1NC(=O)c1c(C)cc(=O)oc1C	105	?	8
CCCOc1ccc(CCCN=C(N)N)cc1Cl	99	?	8
Cc1cc(NC(=O)CSc2nnc(-c3ccncc3)n2Cc2ccccc2)n(-c2ccccc2)n1	101	?	8
COP1(=O)C=C[C@H](N(Cc2ccccc2)S(=O)(=O)c2ccccc2[N+](=O)[O-])[C@@H](C)O1 (some centres not stated)	96	?	12
O=C(/C=C/c1ccc(F)cc1)NC(=S)NC1CCCCC1	100	?	6
Cc1oc(C(C)(C)C)cc1C(=O)NCc1ccc2c(c1)OCO2	100	?	4
COc1ccc2nc(NC(=O)c3cccs3)sc2c1	117	?	6
CCOC(=O)c1csc(COc2ccccc2Cl)n1	101	?	8
CC(=O)N1c2ccc(N=Cc3cc(Br)cc(Br)c3O)cc2CC1C (configuration not stated)	102	?	8
Cc1ccc(NC(=O)CS(=O)(=O)c2cn(C)c3ccccc23)c(C)c1	97	?	8
O=C(Nc1ccccc1)Nc1scc2c1c(=O)oc1ccccc12	105	?	6
CC(C)COc1nc2c(c(=O)n(C)c(=O)n2C)n1C	92	?	5
CC1=NN(c2cccc(Cl)c2)C(=O)C1	96	?	21
O=[N+]([O-])c1cccc(-c2nc3ccccc3s/c2=N/O)c1	99	?	7
